hcDAF-12 act – activates DAF-12 receptor from parasite H. contortus; HEK293 hcDAF-12 lit1-tk-luc reporter, luminescence; 0% DMSO, 100% Δ7-dafachronic acid; activation, % at 6.8 µM; hit rate 1.4% among 370,000; AID 652067;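 active = activation above the mean of all tested compounds plus 3 SD, cut at about 5.5% in these data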;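 note: 100% = response to 3 µM Δ7-dafachronic acid high control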
FXN GAA850 act – frataxin GAA850 promoter activation; HEK293 lucGAA850 FXN promoter luciferase reporter, 24 h; percent of 10 µM SAHA response; activation, % at 6 µM; hit rate 0.56% among 360,000;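 active = activation above the average of all compounds screened plus 3 SD, cutoff fixed separately per campaign, cut at about 7.5% in these data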;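 note: 0% = DMSO wells and 100% = 10 µM SAHA wells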
DAX1 inh-1 – blocks DAX1 repression of SF-1 activated StAR promoter; HEK293T StAR-luciferase reporter, SF-1/DAX-1 repression relief; AID 652010; inhibition, % at 6.8 µM; hit rate 1.1% among 370,000;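 active = inhibition above the mean over all tested compounds plus 3 SD, cut at about 3.6% in these data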;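 note: 0% = DAX-1 cells with DMSO and 100% = cells lacking DAX-1 with DMSO; higher inhibition means more luminescence from relief of DAX-1 repression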
SMARCA2 activ – increases SMARCA2 function in MMTV reporter cells; MG213 cells, MMTV-luciferase reporter, dexamethasone, overnight; activation, % at 9.1 µM; hit rate 1% among 370,000; in the data active = activation above about 7.8%;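 note: 0% = vehicle wells and 100% = reference activator wells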
ssDAF-12 act – S. stercoralis DAF-12 activation, primary screen | hit rate 1% among 370,000 | activation, % at 6.8 µM | HEK293 ssDAF-12/GRIP1 lit1-tk-luc reporter, luminescence; % of 3 µM dafachronic acid response | AID 652126;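 active = activation above the mean over all tested compounds plus 3 SD, cut at about 0.9% in these data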;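 note: 0% = DMSO-only wells and 100% = 3 µM delta7-dafachronic acid wells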
hgDAF12 agonist – hgDAF-12 agonism, primary luciferase screen; HEK293 GAL4-hgDAF12 UAS-luciferase reporter, agonist luminescence; normalized to butyrate control; activation, % at 6.8 µM; hit rate 1.8% among 370,000;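 active = activation above a cutoff set at the mean of all screened compounds plus 3 SD, cut at about 10% in these data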;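 note: 0% = DMSO wells and 100% = sodium butyrate wells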
sPLA2-III inh – Blocks human group III sPLA2 activity; QFRET BODIPY PC-A2 liposome hydrolysis, fluorescence; inhibition, % at 12.2 µM; hit rate 0.56% among 370,000; AID 743126;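 active = inhibition above mean plus 3 SD of compounds lying within the high and low control bounds, cut at about 19% in these data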;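 note: 0% = median of test compound wells and 100% = no enzyme DMSO wells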
proKLK7 act – activates the human kallikrein-7 zymogen. purified proKLK7, EDANS-DABCYL substrate fluorescence; 100% is mature enzyme control, 0% vehicle. P49862. hit rate 0.9% among 370,000. activation, % at 7 µM;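 active = activation above the mean of all tested compounds plus 3 SD, computed per campaign excluding outliers beyond control limits, cut at about 13% in these data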
DAX1 inh-2 – inhibits human nuclear receptor DAX1. HEK293 Gal4-DAX1 luciferase reporter, luminescence. inhibition, % at 6.75 µM. hit rate 0.99% among 340,000. AID 504766;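 active = inhibition above the mean over all tested compounds plus 3 SD, cut at about 4.2% in these data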;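 note: 0% = DAX1-transfected cells with DMSO and 100% = empty-vector control cells with DMSO; inhibition shows as a rise in luminescence from relieved DAX1 repression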
GC-A act – GC-A (human) enzyme activation | P16066 | HEK293 GC-A cells, cGMP TR-FRET, EC30 ANP; 0% at EC30 ANP, 100% saturating ANP | activation, % at 10 µM | hit rate 0.14% among 370,000 | AID 1671463; in the data active = activation above about 40%
Target sequence (P16066 whole entry, looked up): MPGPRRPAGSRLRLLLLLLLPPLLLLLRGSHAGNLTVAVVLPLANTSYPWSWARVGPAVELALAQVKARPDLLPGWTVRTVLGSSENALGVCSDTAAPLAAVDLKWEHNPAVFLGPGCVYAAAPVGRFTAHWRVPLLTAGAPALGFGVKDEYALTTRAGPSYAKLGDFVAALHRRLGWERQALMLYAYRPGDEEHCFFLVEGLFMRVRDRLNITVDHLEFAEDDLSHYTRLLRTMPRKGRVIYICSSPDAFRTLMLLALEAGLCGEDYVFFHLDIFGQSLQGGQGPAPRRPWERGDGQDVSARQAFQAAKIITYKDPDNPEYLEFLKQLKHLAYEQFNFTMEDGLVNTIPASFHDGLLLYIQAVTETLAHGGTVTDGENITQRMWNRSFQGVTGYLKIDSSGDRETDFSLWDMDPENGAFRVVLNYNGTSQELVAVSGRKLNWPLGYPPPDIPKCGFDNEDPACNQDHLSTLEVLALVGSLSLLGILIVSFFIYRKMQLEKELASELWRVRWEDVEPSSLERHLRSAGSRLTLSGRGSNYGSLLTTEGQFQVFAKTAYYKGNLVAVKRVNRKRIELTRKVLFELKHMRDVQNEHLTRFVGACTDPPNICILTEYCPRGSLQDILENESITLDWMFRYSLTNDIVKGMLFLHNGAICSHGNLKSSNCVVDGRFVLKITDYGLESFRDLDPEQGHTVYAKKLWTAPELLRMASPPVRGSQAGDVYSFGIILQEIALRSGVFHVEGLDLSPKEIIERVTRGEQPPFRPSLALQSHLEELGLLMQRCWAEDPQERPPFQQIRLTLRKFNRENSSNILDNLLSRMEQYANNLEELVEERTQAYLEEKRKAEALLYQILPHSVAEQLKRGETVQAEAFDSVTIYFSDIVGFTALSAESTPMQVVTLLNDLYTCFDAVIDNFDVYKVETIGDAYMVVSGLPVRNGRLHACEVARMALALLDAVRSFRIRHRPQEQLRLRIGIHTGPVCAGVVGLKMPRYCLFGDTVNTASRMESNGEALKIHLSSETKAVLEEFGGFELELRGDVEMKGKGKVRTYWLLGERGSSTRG
GC-B act – GC-B (human) receptor activation; HEK293-GC-B cells, CNP EC30, cGMP TR-FRET; 0% at EC30 CNP, 100% saturating CNP; activation, % at 10 µM; hit rate 0.11% among 370,000; AID 1920062;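 active = activation at 10 µM reaching about 35% in either raw or pattern-adjusted values, limit read from the data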
An asterisk follows results filed as active; nt = no result given.

Values run as follows: hcDAF-12 act, FXN GAA850 act, DAX1 inh-1, SMARCA2 activ, ssDAF-12 act, hgDAF12 agonist, sPLA2-III inh, proKLK7 act, DAX1 inh-2, GC-A act, GC-B act
CCN(CC)S(=O)(=O)c1cc(C(=O)Nc2cc(S(=O)(=O)N3CCOCC3)ccc2N2CCCC2)ccc1F
    -0.1, -2.5, -1.7, -2.6, -0.8, -0.4, -2.9, 0.1, 0.9, 2.6, 2.9
CC1=C(C(=O)Nc2cccc(C(=O)NCc3ccccc3C)c2)SCCO1
    -1.2, 0.8, -0.2, -4.3, -1.0, -2.8, 6.3, 0.1, -0.3, 3.3, 0.4
CCOC(=O)N1CCN(S(=O)(=O)c2ccc(Br)s2)CC1
    -1.9, 1.5, -0.5, -0.8, -0.9, -0.5, -0.9, 0.4, -0.5, -7.1, -8.0
CCOC(=O)C1CCN(C(=O)CSc2cc(=O)n(C)c3ccccc23)CC1
    5.9*, -0.1, 0.8, -1.1, 0.7, 2.5, -0.2, 0.2, 0.6, -4.2, -2.1
O=C(NCc1ccncc1)c1cccc(S(=O)(=O)Nc2ccc(F)cc2)c1
    -1.6, 0.8, -2.2, -1.0, -1.1, -1.1, 0.1, 0.2, -0.9, 0.5, -1.1
CCc1cc2c(=O)c(-c3ccc4c(c3)OCCO4)coc2c(CN2CCCCC2C)c1O (stereo unspecified)
    -0.8, 2.7, 0.7, -4.1, -1.6, 1.9, -9.1, 16.3*, -0.9, -1.9, -8.8
Cc1c(C(=O)c2cccc([N+](=O)[O-])c2)c2ccccn2c1CCC#N
    -2.7, 1.3, -0.1, -0.8, -0.8, 1.1, 5.4, -0.4, -1.3, 4.2, 6.1
Cc1n[nH]c(=O)c2c(NC(=O)COC(=O)c3cccc(OC(F)F)c3)oc(C)c12
    -0.8, -0.7, 0.6, -0.5, -1.1, -2.3, 16.8, -2.0, -0.9, -2.6, -5.1
O=C(CCCNC(=O)c1ccc(Cl)cc1)Nc1ccccc1F
    -1.5, -0.4, -0.1, -0.1, -1.1, 0.9, 20.8*, -0.4, 0.6, -1.7, -5.9
CC1(C(=O)Nc2c(F)c(F)c(F)c(F)c2F)CC1(Br)Br (stereo unspecified)
    -0.5, 0.3, 0.2, -3.7, -0.2, -1.5, 6.5, -0.8, 0.7, 3.4, -2.6
COc1ccc(C(O)(CCN2CCCCC2)C2CCCCC2)cc1 (stereo unspecified)
    1.0, 0.1, 0.1, 5.4, -1.5, -2.0, -6.9, 0.0, 0.7, -53.3, -17.9
Cc1nnc(NC(=O)c2ccc(-c3ccc(Cl)cc3)o2)s1
    -1.8, -0.6, 0.8, 2.5, -1.3, -2.0, -2.3, 0.2, 0.1, 1.2, -1.0
Cc1cc(C)n(-c2nc(SCCN(C)C)c3c4c(sc3n2)CCCC4)n1
    -1.1, 4.1, -0.5, 2.8, -0.8, 0.0, 1.2, -1.0, -1.8, -11.1, -3.5
COC(=O)c1ccc(N2CCN(S(=O)(=O)c3ccccc3)CC2)c([N+](=O)[O-])c1
    -2.8, 1.6, -1.3, -3.4, -1.4, -1.6, -3.5, 0.5, -1.3, -9.5, -2.2
O=c1c(-c2cccs2)nc2ccccc2n1C(c1ccccn1)c1nc2ccccc2[nH]1 (stereo unspecified)
    1.8, nt, 2.6, 5.5, -0.4, 11.6*, 5.9, 17.1*, nt, -1.5, -13.7
COc1ccc(OC)c(NC(=O)CN(C)CCOc2ccc(Br)cc2)c1
    -3.3, 0.1, -0.5, -1.1, -1.0, -0.4, -15.8, -0.8, -0.5, -6.0, 3.4
COc1ccc(C(CNS(=O)(=O)c2ccc(NC(C)=O)c(OC)c2)N2CCCCC2)cc1 (stereo unspecified)
    -1.6, 0.7, -0.4, 4.6, -1.4, 2.3, -4.7, -0.4, 1.2, -0.3, -6.1
Cc1ccc(NC(=O)CSc2nc(=O)n(CCCN(C)C)c3c2CCC3)c(C)c1
    0.3, 1.5, 0.5, -1.9, -0.4, 0.6, 5.1, 0.2, 0.4, 1.9, -2.1
Cc1ccc2c(c1)N(C(=O)CCC(=O)NCc1cccc(Cl)c1)CC(C)O2 (stereo unspecified)
    -1.2, -0.9, -0.9, -1.5, -1.1, -3.3, -4.6, 0.6, -0.6, -11.0, -6.5
S=c1[nH]nc(CN2CCCC2)n1Cc1ccccc1
    0.0, -0.5, -0.6, 4.1, -1.2, -3.1, 5.5, 0.0, -0.4, -3.9, 5.0
Sc1nnc(-c2ccc(Cl)cc2)n1Cc1ccccc1
    0.9, -0.1, -1.3, -3.0, -1.2, -1.4, 7.1, -0.6, 0.8, -9.1, -2.1
COc1cc(C)c(C(C)C)cc1S(=O)(=O)N1CCN(C)CC1
    -1.2, 2.7, -1.2, 2.8, -0.5, 2.0, -3.2, -0.3, 1.7, 0.9, 2.5
O=C(Cc1ccc(S(=O)(=O)N2CCCC2)s1)NC1CCCCCC1
    -2.2, 1.8, 0.5, 0.1, -1.0, 0.3, -9.2, -0.4, 1.3, 1.0, 2.3
COc1ccc(OC)c(C2=NOC(C(=O)Nc3cccc(C(C)=O)c3)C2)c1 (stereo unspecified)
    -2.1, 3.0, -0.6, -0.4, -2.2, -1.0, -4.4, 0.3, 0.7, 5.4, 2.7
O=C1C2CC=CCC2C(=O)N1CC1CCCO1 (stereo unspecified)
    -1.1, -1.4, 0.0, 3.2, -0.8, 2.2, 3.6, -0.2, 2.1, -1.3, 1.1
O=C(NC1CC1)c1ccc2snnc2c1
    1.3, -1.1, -0.4, 0.0, -1.3, 1.2, 2.0, 0.0, 0.5, 4.1, 8.2
Cc1nnc(SCC(=O)NC(=O)NC2CCCC2)n1N
    -1.9, -1.2, -0.7, -0.8, -1.0, -0.4, 4.5, 0.4, -0.2, -2.5, 4.1
Cc1ccc(C(=O)OCC(=O)Nc2sc3c(c2C#N)CCC3)cc1
    -2.8, -1.0, -0.7, -0.5, -1.5, 3.0, 10.5, 0.4, -1.4, -0.6, -3.0
CCCC(=O)OC[C@H]1CN(C2CCCC2)S(=O)(=O)c2c(Oc3ccc(C(C)(C)C)cc3)cccc2O1
    0.4, nt, -0.1, 0.5, -0.9, -0.9, -6.0, 0.0, nt, 0.1, -1.2
O=C(NNC(=O)c1cccc(-n2cccc2)c1)c1ccc(F)cc1
    0.5, 0.5, 0.7, -0.7, -0.7, -1.1, -10.8, -0.4, -0.7, -1.0, 1.6
Cn1c2ccc(F)cc2c2ncn(Cc3ccccn3)c(=O)c21
    -1.6, 0.6, -0.2, -0.3, -1.1, -1.5, 13.0, 1.4, 2.0, -5.0, 1.2
N#CC(C#N)=Cc1ccc(-c2ccc(S(=O)(=O)N=C(N)N)cc2)o1
    -1.3, 1.4, -0.8, 1.1, -0.1, 0.0, 5.3, -0.7, -1.1, 2.0, -5.0
CCN1C(=O)C(O)(CC(=O)c2ccc(-n3cccc3)cc2)c2ccccc21 (stereo unspecified)
    -1.9, -0.7, -0.3, -2.2, -1.7, -0.7, -14.9, -0.5, -0.4, -2.9, -2.3
CCC(C)C(=O)OCC1(c2ccc(C)cc2OC(=O)C(C)C)CO1 (stereo unspecified)
    -1.7, 1.3, 0.9, 1.8, -1.2, 2.2, 3.0, 0.1, 1.4, 0.9, -0.5
CC1(c2nnc(-c3ccc(F)cc3)o2)CC(c2ccc(Cl)cc2)=NO1 (stereo unspecified)
    -0.6, -0.6, -0.1, 1.3, -0.9, 1.4, 2.5, -0.5, -0.3, -1.0, -5.9
CC1CCN(C(=S)NC(=O)C2CCCCC2)CC1
    -1.5, -1.7, -0.3, 1.4, -1.0, 1.9, 2.6, -0.5, -0.6, -1.3, 1.5
FC(F)(F)Oc1ccc(Nc2nc3ccccc3o2)cc1
    5.7*, 4.3, 0.6, 1.6, 0.3, 8.9, -0.7, 0.6, 2.8, 3.8, -4.3
O=C(NCC(c1ccccc1)c1ccccc1)[C@H](Cc1c[nH]c2ccccc12)NC1(C(=O)NC2CCCCC2)CCN(Cc2ccccc2)CC1
    -3.2, nt, nt, nt, -0.9, -2.1, -37.2, nt, nt, -3.0, 0.7
CCOC(=O)/C(=N/Nc1ccc(Cl)cc1)Sc1nnnn1-c1ccc(C)cc1
    -2.2, 1.7, 0.0, -1.3, -0.2, -1.5, 10.9, -0.2, 0.6, -1.7, 6.6
CCOc1cc(NC(=S)NCC2CCCO2)c(OCC)cc1NC(=O)c1ccc(C)cc1 (stereo unspecified)
    -0.2, 1.1, -0.3, 0.9, -0.8, 1.7, -1.3, -0.3, 0.5, 1.4, -4.9
COC(=O)/C(=C\c1ccc2c(c1)c1ccccc1n2C)NC(=O)c1ccccc1
    -2.6, -2.3, -1.0, -3.2, -1.8, 1.9, 4.4, -7.8, 1.9, -3.9, 2.5
COc1ccc(CCNC(=O)C(=O)NCC2OCCN2S(=O)(=O)c2ccccc2)cc1 (stereo unspecified)
    -0.1, -2.5, -1.0, -1.0, -0.9, 0.2, -3.9, -0.1, 0.5, 2.6, 7.1
CC1c2nc3ccccc3n2C(CC(=O)NCCCN2CCOCC2)C(=O)N1Cc1ccccc1 (stereo unspecified)
    1.2, 0.9, 0.5, -2.6, -0.5, 0.8, 3.1, -0.3, 0.5, -4.1, 1.8
CC(c1nc2ccccc2[nH]1)n1c(=O)c(-c2cccnc2)nc2ccccc21 (stereo unspecified)
    0.4, nt, -1.5, -1.2, -1.1, -0.1, 1.4, -1.9, nt, -5.4, -3.3
Cn1c(CCc2ccccc2)n[nH]c1=S
    -0.7, 2.0, 1.2, 2.6, -1.6, 1.1, 4.6, 0.4, 0.0, 0.3, -6.0
COc1ccccc1CNC(=O)COC(=O)c1ccncc1
    0.0, -0.4, -0.4, 2.1, -1.5, -1.4, 4.1, 0.2, -0.3, -3.7, 5.6
COc1cccc(C(=O)NOCc2ccccc2)c1OC
    2.7, 3.9, 4.4*, 0.9, 0.9, 10.3, 8.2, -0.6, 0.7, -1.2, 4.3
Cc1nn(CC(=O)Nc2ccc3c(c2)nc(CCN2CCCCC2)n3C)c(=O)c2ccccc12
    -1.7, 0.5, 0.1, 2.0, -2.0, -2.2, 1.0, 0.4, -1.4, 2.9, 4.5
Cn1cc(Cl)c(C(=O)Nc2nc3ccc(Cl)cc3s2)n1
    1.0, 3.0, 1.6, 2.7, -1.1, 5.0, 2.6, -0.7, 1.5, 8.9, -6.2
CCOc1ccc2c(c1)/C(=N/N1C(=O)c3ccccc3C1=O)C(=O)N2
    -1.4, -1.1, -0.1, 2.2, -0.8, -1.1, 1.3, 0.3, -0.3, 8.8, -11.7
COCCNC(=O)C1(C)CCCN(C(=O)c2cccnc2SC)C1 (stereo unspecified)
    -1.0, -0.5, 0.6, -3.1, -0.9, -0.6, 1.5, 0.0, nt, 2.2, 7.3
Cc1ccc(C(C)C)c(OCCSc2nc3ccccc3n2CC(=O)O)c1
    -0.3, -0.7, -0.5, -2.3, -0.7, -2.1, -15.4, 0.3, 0.2, -1.1, 2.3
CC(CCc1ccccc1)NCc1ccncc1 (stereo unspecified)
    0.1, 0.9, -0.5, 3.0, -2.0, -0.7, 2.4, 0.4, 1.0, -3.0, 2.5
